POLI inh: qHTS for Inhibitors of Polymerase Iota | Potency, µM (top dose mostly 115 µM), for the others: top-dose activity, negative = inhibition, most hits filed as inhibitors | Pol iota fluorescent replication assay, 10 min | 1% of 390,000 active | AID 588590, 2011; also: potency is read from the fitted curve at half-maximal effect
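Pol iota at 10 nM preincubated 15 min with compounds at room temperature; reaction started with fluorescent substrate, 50 nM final. Fluorescence read kinetically at 0 and 10 min; buffer-only wells as negative control.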
Anesthetic bind: qHTS Assay for Identification of Novel General Anesthetics. apoferritin/1-aminoanthracene competitive binding, fluorescence. Potency, µM (top dose mostly 77.5 µM), inactives show at the highest dose activity change, negative = displacement, hits mostly inhibitors. 0.074% of 350,000 active; also: potency is read from the fitted curve at half-maximal effect; % is scaled to controls: 0 for no effect and ±100 for the full control effect; nearly all actives have a fitted effect of over 20% in size
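10 uM apoferritin + 50% sat. 1-AMA, PBS; cpd 10 min RT; Ex380/Em535 endpoint; normalized to free probe vs complex; 4-param Hill fit; propofol titration as pos. ctrl.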
APE1 inh: qHTS Assay for Inhibitors of the Human Apurinic/apyrimidinic Endonuclease 1 (APE1); DNA repair nuclease/redox regulator APEX1 (Homo sapiens), P27695; recombinant APE1, TAMRA/BHQ-2 abasic DNA cleavage fluorescence; Potency, µM (doses to about 65.8 µM), without a hit: at the highest dose activity change, negative = inhibition, hits mostly inhibitors; 0.35% of 350,000 active;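 also: potency is read from the fitted curve at half-maximal effect; plate controls were vehicle for no effect and reference inhibitor for full effect; nearly all actives have a fitted effect of over 55% in size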
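Enzyme (0.75 nM final) and test compound are incubated 15 min at room temperature before adding 50 nM quenched THF abasic-site duplex. Cleavage dequenches TAMRA, followed at 525/598 nm over three reads one minute apart.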
TRHR agonist: qHTS for Small Molecule Agonists and Allosteric Enhancers of Human TRH Receptor: Primary Screen for Agonists; 0.18% of 360,000 active; TRHR cells, calcium flux fluo-8, FDSS agonist mode; activation, % at 2 µM; Thyrotropin-releasing hormone receptor (Homo sapiens), P34981; in the data active = activation above about 30%; also: 0% is about no effect
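Steps: seed TRHR cells overnight; add fluo-8 no-wash Ca dye, RT 30 min–1.5 h; record 10 s baseline; pin-transfer compounds; monitor fluorescence 1 cycle/s for the agonist window. Calcium increases flag candidate agonists.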
ERG Ets-DNA blk: qHTS for Small Molecule Inhibitors of the ERG Ets/DNA interaction; Transcriptional regulator ERG (Homo sapiens), P11308; fluorescence polarization, His-ERG Ets domain / labelled DNA; Potency, µM (titrated, usually from 76.9 µM), without a hit: top-dose FP activity, negative = inhibition, most hits filed as inhibitors; 0.028% of 370,000 active; AID 624246, 2012; active = well fitted inhibition curve with a large enough effect in the polarisation, with a control signal flat; inconclusive = small, poorly fitted or top-dose-only effect, or effect the other way, or a change in a side signal; inactive = no such curve, though single readings can be large or run the other way; the % refers to the polarisation;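 also: polarization taken with two DNA probes labelled with fluorescein and Texas red; potency is read from the fitted curve at half-maximal effect; % of control where 0% means no effect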
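His-tagged ERG Ets domain (1 uM in the protein solution; 300mM KCl, 50mM Tris-HCl, 1mM EDTA, 1mM DTT, pH 7.5) received compound, then a probe mix of 5 nM fluorescein-DNA and 100nM Texas-615-DNA. Fluorescence polarization was read for both dyes.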
BLM inh: qHTS Assay for Inhibitors of Bloom's syndrome helicase (BLM) | RecQ-like DNA helicase BLM (Homo sapiens), P54132 | recombinant BLM DNA unwinding, fluorescence dequenching | 0.2% of 350,000 active | Potency, µM (top dose mostly 56.1 µM), for inactives: top-dose activity change, negative = inhibition, usual class: inhibitors;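 also: potency is read from the fitted curve at half-maximal effect; plate controls were vehicle for no effect and no enzyme for full effect; nearly all actives have a fitted effect of over 35% in size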
Target sequence (P54132 whole entry, looked up): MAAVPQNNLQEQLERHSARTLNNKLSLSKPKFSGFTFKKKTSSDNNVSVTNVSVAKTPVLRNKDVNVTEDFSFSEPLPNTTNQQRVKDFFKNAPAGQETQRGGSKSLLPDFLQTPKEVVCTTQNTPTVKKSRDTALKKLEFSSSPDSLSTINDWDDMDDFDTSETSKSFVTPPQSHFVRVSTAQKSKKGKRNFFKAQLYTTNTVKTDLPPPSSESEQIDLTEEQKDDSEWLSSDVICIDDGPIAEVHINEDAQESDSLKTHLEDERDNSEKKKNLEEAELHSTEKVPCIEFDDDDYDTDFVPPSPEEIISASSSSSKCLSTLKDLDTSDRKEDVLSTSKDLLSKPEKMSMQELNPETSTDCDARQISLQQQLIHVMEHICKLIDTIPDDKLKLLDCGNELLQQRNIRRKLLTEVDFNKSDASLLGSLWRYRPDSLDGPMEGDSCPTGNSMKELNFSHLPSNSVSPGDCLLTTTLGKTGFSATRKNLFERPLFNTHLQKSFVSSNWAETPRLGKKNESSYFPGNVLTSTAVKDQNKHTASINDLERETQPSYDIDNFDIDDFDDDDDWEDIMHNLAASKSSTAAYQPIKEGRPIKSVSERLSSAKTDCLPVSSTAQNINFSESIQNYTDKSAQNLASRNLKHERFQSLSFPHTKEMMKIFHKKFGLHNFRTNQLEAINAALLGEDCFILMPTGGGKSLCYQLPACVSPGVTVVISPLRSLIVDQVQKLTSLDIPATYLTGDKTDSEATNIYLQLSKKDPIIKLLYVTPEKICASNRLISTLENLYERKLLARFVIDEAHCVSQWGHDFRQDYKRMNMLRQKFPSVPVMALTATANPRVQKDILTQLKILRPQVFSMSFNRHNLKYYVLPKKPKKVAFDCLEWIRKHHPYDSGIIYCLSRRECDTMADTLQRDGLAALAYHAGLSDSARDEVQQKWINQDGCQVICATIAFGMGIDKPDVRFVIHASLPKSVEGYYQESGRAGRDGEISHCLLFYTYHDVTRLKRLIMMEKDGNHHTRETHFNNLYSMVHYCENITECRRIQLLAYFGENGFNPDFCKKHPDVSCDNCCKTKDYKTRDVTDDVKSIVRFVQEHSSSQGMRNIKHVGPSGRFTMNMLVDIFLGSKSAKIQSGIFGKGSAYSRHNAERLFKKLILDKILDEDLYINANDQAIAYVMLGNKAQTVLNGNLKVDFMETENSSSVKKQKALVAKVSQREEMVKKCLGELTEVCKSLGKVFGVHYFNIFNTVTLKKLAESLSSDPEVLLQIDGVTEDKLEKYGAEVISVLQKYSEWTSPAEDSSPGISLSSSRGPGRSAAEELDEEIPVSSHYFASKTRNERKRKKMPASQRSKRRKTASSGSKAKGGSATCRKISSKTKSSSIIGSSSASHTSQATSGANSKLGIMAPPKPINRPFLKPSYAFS
ALOX12 inh: Primary qHTS assay for inhibitors of human arachidonate 12S-lipoxygenase (ALOX12): Round 2; Polyunsaturated fatty acid lipoxygenase ALOX12 (Homo sapiens), P18054; purified 12hLO, xylenol orange hydroperoxide absorbance; Potency, µM (series often up to 108 µM), for the others: at the highest dose activity change, negative = inhibition, usual class: inhibitors; 1.1% of 580,000 active; also: potency is read from the fitted curve at half-maximal effect; % is scaled to controls: 0 for no effect and ±100 for the full control effect
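Purified human 12hLO (150 nM final) in 25 mM Hepes, 0.01% Triton X-100, pH 7.0 was preincubated 15 min at room temperature with compound. Then 40 uM arachidonic acid was added, 30 min. Hydroperoxide was read by Fe-XO absorbance ratio 573/405 nm.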
Pol kappa inh: qHTS for Inhibitors of Polymerase Kappa; AID 588579, 2011; purified Pol kappa, fluorescent DNA synthesis assay, 10 min; Potency, µM (series often up to 107 µM), for the others: at the top dose activity, negative = inhibition, usual class: inhibitors; DNA polymerase kappa (Homo sapiens), Q9UBT6; 0.53% of 400,000 active; also: potency is read from the fitted curve at half-maximal effect; % is scaled to controls: 0 for no effect and ±100 for the full control effect
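Activity was followed as the change in fluorescence between reads at 0 and 10 min after starting the reaction with 50 nM substrate. Beforehand, 10 nM polymerase had been preincubated with compound for 15 min at room temperature.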
POLB inh: qHTS Assay for Inhibitors of DNA Polymerase Beta | Potency, µM (titrated, usually from 114 µM), without a hit: top-dose activity change, negative = inhibition, hits mostly inhibitors | 1.3% of 340,000 active | P06746 | Pol beta primer extension/strand displacement, fluorescence kinetic; also: potency is read from the fitted curve at half-maximal effect; % is scaled to controls: 0 for no effect and ±100 for the full control effect
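Curves were derived by four-parameter Hill fits of normalized qHTS data. The kinetic fluorescent primer-extension read was taken at 0 and 10 min after 50 nM substrate, following a 15 min room-temperature preincubation of 10 nM enzyme with compounds.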
* = called active by the depositor; ? = inconclusive; · = not tested or not shown; & = joins results of further samples; ! = not confirmed by another sample; [ ] = another dose, or the depositor's remark. Unless noted, calls follow the shape of the dose curve; as a rule, active = well fitted curve in the direction sought with a large enough effect; inconclusive = small, poorly fitted or top-dose-only effect, or another doubt; inactive = no such curve, though single readings can be large; an effect the other way counts as inactive or inconclusive. Only part of the results is shown. The share of hits here may be higher or lower than overall.

SMILES	POLI inh	Anesthetic bind	APE1 inh	TRHR agonist	ERG Ets-DNA blk	BLM inh	ALOX12 inh	Pol kappa inh	POLB inh
O=C(Cc1ccc(F)cc1)Nc1c(C(=O)N2CCN(c3ncccn3)CC2)oc2ccccc12	16%	1%	8%	3.8	-2%	-5%	?	-3%	12%
Cc1ccc2nc(N3C(=O)C(O)=C(C(=O)c4ccco4)C3c3ccc(O)cc3)sc2c1 (centres undefined)	·	-12%	-14%	-0.4	·	-13%	22µM*!	·	0%
Cc1nn(-c2ccccc2)c(C)c1/C=C/C(=O)OC(C)C(N)=O (centres undefined)	-24%	-2%	1%	0.1	-2%	4%	-14%	-14%	-16%
O=C(C1CCCN(Cc2cc(Br)ccc2O)C1)N1CCCCC1 (centres undefined)	138%[activator]	-7%	-12%	0.7	7%	-1%	-9%	1%	10%
COc1ccc(/C=N/NC(=O)c2nn(-c3ccc(C)c(C)c3)c(=O)c3ccccc23)cc1	16%	-13%	-4%	0.4	-9%	-2%	4%	2%	10%
CCOC(=O)c1cc(CC)sc1NC(=O)c1ccc([N+](=O)[O-])c(N2CCOCC2)c1	28%	13%	8%	-1.5	-13%	0%	5%	-6%	46%
C/C(=N\NC(=O)c1ccccc1Cl)c1ccccn1	5%	2%	42%	0.7	-3%	0%	-8%	-3%	-20%
Cc1cc(C)c(NC(=O)/C=C\C(=O)O)c([N+](=O)[O-])c1	-8%	-9%	1%	0.0	1%	-1%	8%	-4%	3%
Cc1ccc(NC(=O)c2cccc(N3CCCS3(=O)=O)c2)cc1C	24%	4%	·	-0.1	-1%	-1%	-6%	-1%	-1%
O=C(c1ccco1)N1CCN=C1SCc1ccccc1Cl	-4%	?	0%	-0.4	6%	0%	-18%	-3%	10%
CCCCOc1ccc(C(=O)Nc2sc3c(c2C(=O)OCC)CCCCC3)cc1	3%	-7%	·	-0.2	3%	-8%	-11%	-2%	8%
COc1ccccc1NS(=O)(=O)c1cc(C(=O)NCCC(C)C)ccc1F	22%	-18%	-5%	-0.3	2%	-1%	2%	-4%	2%
COc1ccccc1NC(=O)C1CC(C)OC1=O (centres undefined)	0%	·	·	·	3%	·	0%	1%	·
O=C(NC1CCCCC1)c1cc(-c2ccccc2Cl)on1	150%[activator]	-2%	54%[activator]	-0.1	-6%	-6%	-4%	-14%	7%
CC(=O)Nc1cccc(C(=O)N2CCN(S(=O)(=O)Cc3ccccc3)CC2)c1	35%[activator]	·	-1%	·	-8%	·	-2%	-14%	·
Nc1cc(C(=O)OCC(=O)NCCNC(=O)COC(=O)c2ccc(Cl)c(N)c2)ccc1Cl	20%	3%	4%	-0.2	-4%	1%	7%	-8%	26%
CN(CC(=O)Nc1ccc(F)cc1)C(=O)COC(=O)/C=C/c1ccccc1[N+](=O)[O-]	-6%	·	6%	0.5	1%	·	1%	-15%	·
Cc1ccc(CCNC(=O)C2CCN(c3nnc(C)c4c(C)n(-c5ccccc5)nc34)CC2)cc1	?	1%	·	-0.3	0%	-6%	-21%	2%	15%
CC(C)(CC(=O)O)CC(=O)Nc1cc(C(F)(F)F)cc(C(F)(F)F)c1	49%[activator]	1%	-1%	0.7	1%	-2%	-6%	-5%	12%
COc1ccc(NC(=O)CSc2nnc(C3CCCCC3)n2N)cc1	39%[activator]	?	16%	0.3	-1%	-2%	0%	3%	2%
COc1ccc(NC(=O)Cn2c(-c3ccccc3)cn(-c3ccc(C)cc3)c2=O)cc1	-12%	-11%	?	-1.0	3%	-5%	?	-13%	3%
CC(C)(C)c1ccc(NC(=O)NCc2ccco2)cc1	-5%	?	?	0.0	·	-5%	18%	-15%	9%
O=C(COc1ccc(CO)cc1Cl)Nc1ccc(F)cc1	14%	-14%	26%	-0.2	4%	-1%	-17%	-15%	11%
COc1cc(CNC(=O)c2ccc3nc(Cc4ccccc4)oc3c2)cc(OC)c1OC	16%	97%[activator]	·	0.0	8%	1%	-16%	-9%[60.1 µM]	2%
Cc1ccc(Oc2ncnc(N)c2[N+](=O)[O-])cc1C	-24%	-19%	-1%	-1.0	-6%	-11%	-3%	15%	-28%
Cc1oc2c(cc(NS(=O)(=O)c3cccs3)c3ccccc32)c1C(=O)OC(C)C	44%[activator]	-19%	-3%	-0.2	4%	-22%	0%	-18%	?
CCc1nnc(NC(=O)CSc2nnc(-c3ccccc3O)n2-c2ccc(C)cc2C)s1	-14%	?	-9%	-0.6	3%	-7%	0%	-11%	33%
COc1ccc(CCN2C(=O)N(c3ccc(OC)cc3)C(=O)C2CC(=O)Nc2ccccc2)cc1 (centres undefined)	52%[activator]	-7%	-6%	-0.2	6%	-6%	6%	-9%	2%
O=C(COc1ncnc2ccccc12)NCc1ccc2c(c1)OCO2	7%	-1%	3%	-1.1	-6%	1%	0%	-17%	15%
CCCCOC(=O)c1ccc(NC(=O)c2ccccc2OC)cc1	7%	-15%	?	0.9	-7%	-7%	-25%	-17%	3%

Arranged by length of the SMILES (smallest number first): some entries from above
SMILES	POLI inh	Anesthetic bind	APE1 inh	TRHR agonist	ERG Ets-DNA blk	BLM inh	ALOX12 inh	Pol kappa inh	POLB inh
CC(C)(C)c1ccc(NC(=O)NCc2ccco2)cc1	-5%	?	?	0.0	·	-5%	18%	-15%	9%
O=C(COc1ncnc2ccccc12)NCc1ccc2c(c1)OCO2	7%	-1%	3%	-1.1	-6%	1%	0%	-17%	15%
Cc1oc2c(cc(NS(=O)(=O)c3cccs3)c3ccccc32)c1C(=O)OC(C)C	44%[activator]	-19%	-3%	-0.2	4%	-22%	0%	-18%	?

Next section
SMILES	POLI inh	Anesthetic bind	APE1 inh	TRHR agonist	ERG Ets-DNA blk	BLM inh	ALOX12 inh	Pol kappa inh	POLB inh
CCCc1cc(=O)[nH]c(Nc2ccccc2O)n1	0%	-7%	·	5.7	4%	-1%	-26%	-27%	-3%
N#Cc1ccccc1S(=O)(=O)N1CCN(CC(=O)NCC2(N3CCOCC3)CCCCC2)CC1	26%	·	2%	0.1	20%	·	31%[activator]	1%	·
Cc1ccc(C)c(C(=O)COC(=O)CCN2C(=O)C3C4CCC(C4)C3C2=O)c1 (centres undefined)	6%	?	2%	-0.3	3%	-2%	-4%	-8%	-14%
CCNC(=O)CN(CCc1ccccc1)S(C)(=O)=O	12%	-6%	?	0.2	3%	-1%	-1%	1%	-4%
CCOC(=O)C1C(=O)C=C(c2ccc([N+](=O)[O-])cc2)CC1c1ccccc1 (centres undefined)	15%	?	-4%	-0.2	-2%	-4%	-9%	-21%	-1%
CCC(=O)Nc1cccc(NC(=O)CSc2nnnn2Cc2ccccc2)c1	0%	-18%	-3%	-0.5	3%	-1%	0%[57.4 µM]	-12%	20%
CCN(c1ccccc1)S(=O)(=O)c1ccc(OC)c(NC(=O)C2=NN(c3ccccc3)C(=O)CC2)c1	?	·	8%	0.2	-4%	·	-9%	-3%	·
COc1cc(NC(=O)c2ccnn2C)c(OC)cc1Cl	24%	-8%	4%	1.0	15%	1%	-1%	1%	10%
CC(=O)NCCc1ccc(S(=O)(=O)N2CCN(c3nc(-c4ccccc4)c(C)s3)CC2)cc1	-2%	-3%	7%	1.6	6%	-6%	0%	2%	12%
Cc1csc(NC(=O)CSc2nc3ccccc3s2)n1	6%	-19%	-4%	-0.8	3%	-4%	0%	4%	30%
CC1CCC(N2CC(=O)N(CCC3=CCCCC3)C(c3ccc(F)cc3)C2=O)CC1 (centres undefined)	-7%	-8%	·	-0.2	-1%	-5%	?	3%[60.1 µM]	-19%
O=C(COC(=O)CSc1ccccc1)NCCNC(=O)COC(=O)CSc1ccccc1	7%	·	17%	-0.2	0%	·	-14%	-3%	·
Cc1ccc(NC(=O)COc2nc(C)cs2)cc1	6%	4%	1%	0.3	4%	1%	1%	-11%	?
COC(=O)C1=C(C)NC(=O)CC1c1ccccc1OC (centres undefined)	-19%	-2%	-7%	-0.5	13%	-1%	-17%	-10%	110%
Cc1c(C)c2c(c(C)c1OC(=O)c1cccnc1)CC[C@@](C)(CCC[C@H](C)CCC[C@H](C)CCCC(C)C)O2	·	-7%	?	·	·	4%&2%	-8%[22.9 µM]	13%&0%[60.1 µM]	·
CCOC(=O)c1ccc(NS(=O)(=O)c2cc(C)ccc2OC)cc1	24%	-13%	13%	0.4	-6%	-7%	-13%	-3%	7%
Cc1ccccc1-n1nc2c(c1NC(=O)c1c(-c3ccccc3Cl)noc1C)CS(=O)(=O)C2	13%	5%	-6%	0.3	0%	-3%	0%	-5%	0%
CCOC(=O)CSc1nc2ccc(N3CCOCC3)cc2c(=O)n1Cc1ccccc1	-4%	-16%	3%	-0.2	3%	-8%	-18%	-15%	0%
Cc1ccc(S(=O)(=O)N2CCN(C(=O)c3ccccc3)CC2)cc1	-2%	-6%	-5%	-0.1	-5%	-2%	?	-13%	-7%
CC(=O)Nc1ccc(S(=O)(=O)NCCC(=O)Nc2ncccc2C)cc1	26%	·	13%	0.6	-9%	·	7%	3%	·
O=C(NNc1cccc(Cl)n1)c1ccc(Cl)cc1Cl	-1%	-6%	-6%	0.7	10%	1%	-1%	-5%	6%
CCN(CC)c1ccc(NC(=O)c2ccc3c(c2)OCO3)c(C)c1	4%	-18%	-8%	-0.3	-8%	1%	36%	0%	?

From PubChem
